# Source: PubChem BioAssay (several laboratories)
# Rac1 act GTP bind: modulators of GTP binding to human Rac1 activated mutant | hit rate 0.11% among 190,000 | percent activity (GTP binding), % at 10 µM | P63000 | AID 764 | GST-Rac1 activated beads, fluorescent GTP binding, flow cytometry; actives lie on both sides; 100% means binding = to untreated wells;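 active = GTP binding at least 20 percentage points away from the 100% baseline, in either direction, so actives lie on both sides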
# Rab7 wt modul: dog Rab7 wildtype GTP binding, inhibitors and activators. GST-Rab7 beads, fluorescent GTP binding, flow cytometry; actives lie on both sides; untreated = 100%, excess cold GTP = 0%. AID 758. GTP binding activity (percent of control), % at 10 µM. hit rate 0.055% among 190,000;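 active = fluorescent GTP binding to Rab7 beads changed by at least 20 points from the 100% baseline, either direction, mostly lower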;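 also: median green fluorescence of bound Bodipy-FL-GTP per Rab7 bead population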
# GSH fluor: GSH bead compound fluorescence profile; AID 1776; hit rate 0.25% among 190,000; fluorescence (KMESF) at 10 µM; GSH beads flow cytometry, compound fluorescence 488/530 nm; hits give high values; in the data active = fluorescence above about 89;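 also: glutathione beads carrying GST-tagged Bcl family fusion proteins plus one bare bead set; values are compound well signal with DMSO vehicle wells as background; inactives centre near 16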
# Avidin bead fluor: avidin bead compound fluorescence profile; hit rate 0.38% among 220,000; fluorescence (KMESF) at 10 µM; Avidin beads, compound fluorescence 488/530 nm, flow cytometry; hits give high values; in the data active = fluorescence above about 47; also: inactives centre near 10
# Pf gametocyte: inhibitors of late stage P. falciparum gametocyte viability; P. falciparum stage V gametocytes, ATP luminescence, 24 h; inhibition, % at 10.9 µM; hit rate 0.065% among 150,000;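 active = inhibition above the mean plus 3 SD of compounds within the control limits, set per campaign, cut at about 38% in these data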;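 also: 0% = DMSO wells and 100% = medium only without gametocytes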
# Rac1 wt GTP bind: human Rac1 wildtype GTP binding, inhibitors and activators | P63000 | GST-Rac1 beads, fluorescent GTP binding, flow cytometry; actives lie on both sides; 0 = cold GTP competed, 100 = untreated | GTP binding activity (% of control), % at 10 µM | hit rate 0.27% among 190,000 | AID 757;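 active = GTP binding activity at least 20 points away from the 100% control level, either lower or higher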
# Cdc42 wt GTP: modulators (inhibitors or activators) of GTP binding to human Cdc42 wildtype; percent activity (GTP binding), % at 10 µM; GST-Cdc42 beads, Bodipy-GTP binding, flow cytometry; actives lie on both sides; hit rate 0.2% among 190,000; P60953;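 active = percent activity GTP binding at least 20 points away from the 100% baseline, either down as inhibitor or up as activator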;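 also: median bead fluorescence of bound Bodipy-FL-GTP at 100 nM; 0% = excess unlabeled GTP control and 100% = no compound control; below 100% means less GTP binding so inhibitor and above means activator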
# Target sequence (P60953 whole entry, looked up): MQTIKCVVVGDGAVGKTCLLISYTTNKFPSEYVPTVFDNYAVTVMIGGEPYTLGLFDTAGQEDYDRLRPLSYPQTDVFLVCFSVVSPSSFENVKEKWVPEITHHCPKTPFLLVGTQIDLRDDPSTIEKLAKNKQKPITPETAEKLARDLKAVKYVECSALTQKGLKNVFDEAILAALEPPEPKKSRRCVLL
# Rab2A wt mod: changes GTP binding to wildtype dog Rab2A, up or down | hit rate 0.19% among 190,000 | GST-Rab2 wt beads, Bodipy-GTP binding, flow cytometry | AID 760 | GTP binding activity, % at 10 µM | P61105;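 active = GTP binding activity at least 20 points away from 100%, either lowered or raised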;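 also: 0% = beads with excess unlabeled GTP and 100% = no-compound control corrected for plate trend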
# HRas wt GTP: changes GTP binding to wildtype human HRas | P01112 | GST-Ras wt beads, Bodipy-FL-GTP binding, flow cytometry; actives lie on both sides | GTP binding activity, % at 10 µM | hit rate 0.14% among 190,000 | AID 759;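 active = GTP binding activity at least 20% away from the 100% baseline, either lowered as inhibitor or raised as activator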;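 also: 0% = unlabeled GTP competition control and 100% = no-compound control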
# Target sequence (P01112 whole entry, looked up): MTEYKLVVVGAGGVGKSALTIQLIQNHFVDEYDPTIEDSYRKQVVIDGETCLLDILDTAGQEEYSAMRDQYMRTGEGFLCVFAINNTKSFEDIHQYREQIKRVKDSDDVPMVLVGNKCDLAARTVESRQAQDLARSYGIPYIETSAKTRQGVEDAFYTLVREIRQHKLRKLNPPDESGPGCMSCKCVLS
# Mcl1-Bid inh: disrupts binding of human Mcl-1 to Bid peptide. Q07820. TR-FRET Mcl-1/Bid-Dy647 peptide binding, 1536-well. inhibition, % at 21.7 µM. hit rate 0.97% among 220,000. AID 1021;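 active = compounds that cut the binding signal by more than half at the single screening dose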;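 also: His-tagged Mcl-1 with europium anti-His antibody binding Bid BH3 peptide; 0% = Mcl-1 plus peptide wells and 100% = peptide-only wells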
# Target sequence (Q07820 whole entry, looked up): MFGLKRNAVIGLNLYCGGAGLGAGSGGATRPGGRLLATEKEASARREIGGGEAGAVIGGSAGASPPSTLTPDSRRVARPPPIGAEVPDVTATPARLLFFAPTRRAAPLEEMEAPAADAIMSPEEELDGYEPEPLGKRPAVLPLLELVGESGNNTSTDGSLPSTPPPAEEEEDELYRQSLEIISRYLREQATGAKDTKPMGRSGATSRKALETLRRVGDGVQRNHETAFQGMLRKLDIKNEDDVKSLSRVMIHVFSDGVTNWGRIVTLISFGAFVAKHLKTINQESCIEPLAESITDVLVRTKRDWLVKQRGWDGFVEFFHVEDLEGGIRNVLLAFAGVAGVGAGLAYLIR
# Mcl1 Noxa PPI: Mcl-1/Noxa interaction inhibition. Q07820. hit rate 1.5% among 220,000. inhibition, % at 21.7 µM. TR-FRET Mcl-1/Noxa peptide binding, 2 h;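 active = compounds that cut the protein-peptide binding signal by more than 50% relative to plate controls in a single-dose test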;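 also: His-tagged Mcl-1 with rhodamine Noxa BH3 peptide and terbium anti-His antibody; 0% = Mcl-1 plus Noxa peptide wells and 100% = peptide-only wells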
# * hit, by the source's call; . = not tested or not shown.
Molecule	Avidin bead fluor	Rac1 act GTP bind	Rac1 wt GTP bind	GSH fluor	HRas wt GTP	Mcl1 Noxa PPI	Mcl1-Bid inh	Rab2A wt mod	Rab7 wt modul	Pf gametocyte	Cdc42 wt GTP
CC(C)C1OC2(C)OC(=N)C1(C#N)C(C#N)(C#N)C2c1ccccc1 (stereo not given)	8	97	101	19	96	17	-25	95	98	-21	100
S=C(NCc1ccccc1)NNc1nc2ccccc2[nH]1	8	93	98	11	96	-18	-56	97	99	-18	97
CCSc1nc(O)c(Cc2ccccc2)c(=O)[nH]1	8	105	109	11	103	19	0	102	101	.	103
Cc1ccc(S(=O)(=O)N/N=C\c2cccnc2)cc1	9	94	98	36	97	-2	-5	95	94	5	95
O=C(c1ccc(-n2cnnn2)cc1)N1CCCCC1	6	100	107	36	102	-2	-2	100	99	-8	104
COc1ccccc1NC(=O)Cn1c(=O)sc2ccccc21	40	102	105	12	103	-12	0	101	98	.	105
CCN(CC)c1ccc(C=Nc2ccc(C)cc2)c(O)c1	14	97	101	15	100	30	-21	98	98	-4	98
COc1cccc(C(=O)CN(C(=O)c2ccc(Cl)c(Cl)c2)N2C(=O)C3CCCCC3C2=O)c1 (stereo not given)	13	97	106	35	101	5	-14	99	103	-10	101
COCCCNC(=O)c1c(-c2ccccc2)noc1C	8	99	100	14	101	-7	-6	100	99	.	103
O=c1[nH][nH]c(-c2ccccc2)c1C=Nc1ccc(F)cc1F	18	95	101	10	100	9	-20	98	107	.	97
COc1ccc(S(=O)(=O)Nc2c(C(=O)O)[nH]c3ccccc23)c(OC)c1	7	96	98	46	96	-11	-74	95	91	-35	98
CCCCN(C(=S)Nc1ccc(F)cc1)c1c(N)n(CCC)c(=O)[nH]c1=O	10	97	95	12	94	9	-20	94	92	-11	95
COCc1nc(-c2ccc(-c3ccc(C)cc3)nc2OC)no1	6	99	103	19	103	26	-8	103	94	4	101
CCc1cc2c(C)cc(=O)oc2cc1OC(=O)C1CCCN1C(=O)OC(C)(C)C (stereo not given)	31	98	98	13	100	10	-4	99	99	.	101
Cc1ccc(N(C(=O)c2ccco2)C2C=CS(=O)(=O)C2)cc1 (stereo not given)	22	97	99	8	102	8	-11	99	104	15	98
COc1ccc(C(CCNCc2ccccc2)c2ccc(F)cc2)cc1 (stereo not given)	9	101	105	12	103	8	-4	102	104	.	102
C#CCOCCOCCOCCNc1nc(N2CCN(C(=O)C(Cc3ccc(O)cc3)n3cc(C(N)C(C)CC)nn3)CC2)nc(N2CCN(C(=O)C(Cc3ccc(O)cc3)n3cc(C(N)C(C)CC)nn3)CC2)n1 (stereo not given)	5	96	97	18	97	4	-2	99	95	.	95
CCOC(=O)C1=C(c2ccccc2)NC(=O)NC1c1ccc(N(C)C)cc1 (stereo not given)	6	100	102	65	103	61*	0	102	97	.	102
COc1ccc(NC(=O)COc2ccc(C(=O)NC3CCCc4ccccc43)cc2OC)cc1 (stereo not given)	10	100	105	10	101	10	-8	100	102	-26	107
O=C(Nc1nc2c(s1)COc1ccccc1-2)c1cccs1	8	97	101	14	97	17	-5	97	97	.	98
COc1ccc(CCNC(=O)CCN2C(=O)c3cccc4cccc(c34)C2=O)cc1OC	14	95	97	12	97	-6	-15	94	103	.	92
Cc1cc(-c2csc(N)n2)c(C)n1-c1ccccc1	10	99	107	11	101	21	-2	101	100	-12	102
Cc1onc(-c2ccccc2Cl)c1C(=O)Nc1nn[nH]n1	2	101	105	5	102	9	-89	104	98	-10	104
COc1cc(NC(=O)c2ccco2)c(OC)cc1NC(=O)CCC(=O)Nc1cc(C)cc(C)c1	8	90	83	45	89	19	0	87	89	5	86
Cc1ccc(CNC(=O)C2CC2c2ccccc2)cc1 (stereo not given)	12	101	106	22	101	9	2	100	98	-25	104

# Carrying on.
Molecule	Avidin bead fluor	Rac1 act GTP bind	Rac1 wt GTP bind	GSH fluor	HRas wt GTP	Mcl1 Noxa PPI	Mcl1-Bid inh	Rab2A wt mod	Rab7 wt modul	Pf gametocyte	Cdc42 wt GTP
O=C(OCn1nnc2ccccc2c1=O)c1cccnc1Cl	9	101	104	10	99	2	-4	99	100	8	101
Cc1ccccc1N=C1c2cc([N+](=O)[O-])ccc2-c2ncccc21	16	96	100	15	100	23	-6	97	96	9	101
FC(F)(F)c1cccc(Nc2nc(N3CCCC3)nc(N3CCCC3)n2)c1	2	93	97	10	95	9	-18	95	96	3	96
CC(C)OC(=S)N/C(=N\S(=O)(=O)c1ccccc1)c1ccccc1	18	98	100	31	99	21	-1	102	101	-26	101
COc1cccc(C2c3c(oc4cc(C)c(C)cc4c3=O)C(=O)N2CCCN(C)C)c1 (stereo not given)	117*	102	111	12	105	0	-25	106	100	.	107
CCC(CO)NCc1ccccc1OC(C)C (stereo not given)	9	99	105	10	98	16	-3	98	99	-10	98
COc1cccc(NC(=O)c2ccccc2-c2nc(-c3ccc(Cl)cc3)no2)c1	9	100	104	11	105	10	0	104	106	-7	101
CCCc1cc2c(=O)c(-c3ccc4c(c3)OCCO4)coc2cc1OC(=O)c1ccco1	34	98	101	14	100	0	0	99	100	10	102
CCc1ccccc1NC(=O)CSc1nnc([C@@H](NC(=O)OC(C)(C)C)C(C)C)o1	21	98	102	11	102	2	-8	100	99	-8	104
C=C(C)Cn1c(SCC(=O)N/N=C/c2ccccc2)nc2ccccc2c1=O	15	99	102	17	99	2	1	99	99	.	99
CC(C)CC(C(=O)OCC(=O)Nc1ncc(Cl)cc1Cl)N1C(=O)c2ccccc2C1=O (stereo not given)	37	102	106	12	103	5	11	100	99	23	102
N#CCCn1nc(-c2ccc([N+](=O)[O-])cc2)cc1Nc1ccccc1NC(=O)C(F)(F)F	9	100	105	10	100	18	-9	101	102	-29	104
CC(C)C(c1nnnn1Cc1ccc(F)cc1)N1CCC(C(N)=O)CC1 (stereo not given)	15	93	96	12	94	38	-1	94	97	.	97
COC(=O)N/N=C/c1ccc(-c2cc(Cl)ccc2Cl)o1	5	95	97	14	96	21	-5	95	96	.	100
C/C(N)=C(/C#N)C(=O)CSc1nc2ccc(C)cc2[nH]1	7	101	109	15	103	16	-21	99	101	.	103
CC(C)(C)NC(=O)C(c1ccccc1)N(C(=O)c1ccco1)C1CC1 (stereo not given)	12	99	101	9	100	-26	-2	99	100	15	101
Cn1c(SCc2cnc(-c3ccccc3)s2)nnc1C1COc2ccccc2O1 (stereo not given)	9	92	99	49	96	-12	-19	96	94	19	97
CC(C)NC(=O)CSc1ccccc1C(=O)NCc1ccc2c(c1)OCO2	13	101	108	33	104	6	-18	103	103	-4	103
CC(C)Oc1ccc(C2CCC(=O)NC2=O)cc1 (stereo not given)	3	101	100	10	100	5	-5	98	102	-37	100
CCCCC1CCC(C(=O)N2CCOCC2)CC1 (stereo not given)	3	98	102	9	103	2	-45	97	100	2	96
CSc1ccc2c(c1)N(CCC1CCCCN1C)c1ccccc1S2 (stereo not given)	11	99	102	19	96	34	-10	98	93	.	100
Cc1[nH]c(=O)[nH]c(=O)c1S(=O)(=O)N(CC(C)C)CC(C)C	13	97	103	15	98	-2	5	97	100	10	100
O=C(c1ccc2c(c1)C(=O)N(Cc1ccco1)C2=O)N1CCOCC1	30	99	105	10	100	10	-5	98	99	.	102
CCOC(=O)c1c(NC(=O)C2C3C=CC(C3)C2C(=O)O)sc2c1CCC(C)C2 (stereo not given)	9	93	98	11	95	8	-4	94	95	18	96
CCOC(=O)c1nc(Nc2ccc(C(=O)OC)cc2)c2ccccc2n1	18	89	90	13	77*	-7	1	77*	97	.	74*

# Continuation:
Molecule	Avidin bead fluor	Rac1 act GTP bind	Rac1 wt GTP bind	GSH fluor	HRas wt GTP	Mcl1 Noxa PPI	Mcl1-Bid inh	Rab2A wt mod	Rab7 wt modul	Pf gametocyte	Cdc42 wt GTP
CC(C)C(C)NC(=O)CSc1nc2scc(-c3ccco3)c2c(=O)n1-c1ccccc1 (stereo not given)	9	99	106	10	100	0	0	98	98	16	100
O=C(CC1SC(=Nc2ccc(OC(F)F)cc2)N(CCC2=CCCCC2)C1=O)Nc1ccccc1F (stereo not given)	7	103	108	3	104	-2	-20	100	103	-14	106
Cc1sc(NC(=O)C2C3CCC(O3)C2C(=O)O)c(C(=O)OC(C)C)c1-c1ccc(Cl)cc1 (stereo not given)	21	95	101	57	100	15	10	101	101	-10	96
COc1cc(CNCCc2ccccc2)cc(Br)c1OCC(=O)Nc1ccccc1C	14	89	92	12	91	26	8	88	96	23	87
O=C1CC(C(=O)Nc2ccccc2C(=O)O)C(c2ccccc2)O1 (stereo not given)	7	94	97	11	97	18	0	96	95	-10	96
Cn1c(=NC(=O)CCl)sc2ccccc21	10	98	100	16	101	-9	-22	103	97	12	102
O=C(NN=C1CCCCCC1)c1ccc2c(c1)OCO2	10	94	95	14	94	34	-13	97	93	13	98
CCOC(=O)Cc1nnc(NC(=O)CSc2nnc3c(n2)[nH]c2ccccc23)s1	12	89	89	7	90	22	-10	91	94	14	89
CCc1nnc(SCC(=O)Nc2ccc(N3CCOCC3)cc2)o1	38	103	111	12	107	1	-25	105	101	.	108
CC(=O)Nc1cccc(C(=O)N/N=C/c2ccc(C)o2)c1	7	96	97	16	94	14	-30	93	95	-6	96
C/C(=N/NC(=O)c1ccc(C)s1)c1cccc(NC(=O)COc2ccc(Cl)cc2Cl)c1	35	100	101	16	100	11	-7	100	99	-19	103
CCOc1ccc(NC(=S)NC(=O)c2c(Cl)c(C)nn2C)c([N+](=O)[O-])c1	14	99	101	21	100	4	7	98	97	1	102
CC(C)N1C[C@@]23C=C[C@@H](O2)C(C(=O)OCc2ccccc2)[C@H]3C1=O (stereo not given in full)	2	98	100	19	99	17	-10	99	95	.	98
Cc1ccc(OCC(=O)NCC(=O)n2nc(C)cc2C)cc1	7	100	101	20	103	5	-1	102	97	.	103
Cc1occc1C(=O)N1CCN(c2ncccn2)CC1	8	101	109	9	103	1	-5	102	101	.	104
Cc1cccc(N(CC(=O)NCC2CCCO2)C(=O)CCC(=O)Nc2cc(C)on2)c1 (stereo not given)	35	97	104	25	100	-5	4	100	102	.	97
Cc1ccc(NC(=S)NC(=O)c2ccc(-c3ccccc3)cc2)c(C)c1	12	92	99	39	100	-3	-22	97	100	-17	99
CCCCN(CC)C(=O)Cn1cnc2ccc(S(=O)(=O)N3CCC(C)CC3)cc2c1=O	7	99	103	9	99	24	-6	99	93	-1	96
Cc1ccccc1NC(=O)CSCc1nc(N)nc(Nc2ccccc2C)n1	6	99	102	9	101	16	-9	99	98	-15	102
O=C(Cc1ccc(Cl)c(Cl)c1)Nc1cccc(S(=O)(=O)N2CCOCC2)c1	24	97	94	9	95	10	7	95	93	-10	93
